# Assay outcomes: PubChem BioAssay, NMMLSC
# GSH bead fluor = GSH bead compound fluorescence profile | GSH beads flow cytometry, compound fluorescence 488/530 nm; hits give high values | fluorescence (KMESF) at 10 µM | hit rate 0.25% among 190,000; in the data active = fluorescence above about 89;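 also: glutathione beads carrying GST-tagged Bcl family fusion proteins plus one bare bead set; values are compound well signal with DMSO vehicle wells as background; inactives centre near 16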
# Bcl-W Bim block = inhibitors of Bim-Bcl-W interaction, human | hit rate 0.02% among 190,000 | Q92843 | bead-based flow cytometry, Bim peptide-Bcl-W binding | AID 952 | inhibition, % at 10 µM;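 also: 0% = bound tracer without compound and 100% = peptide blocker; higher means less fluorescent Bim peptide bound to Bcl-W beads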
# Bim-Bcl-2 = human Bim-Bcl-2 interaction inhibition; hit rate 0.06% among 190,000; P10415; inhibition, % at 10 µM; Bead-based flow cytometry, Bim peptide-Bcl-2 binding; in the data active = inhibition above about 40%;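 also: 0% = no compound wells with probe peptide and 100% = reference peptide inhibitor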
# Bim-Bcl-B = disrupts Bim peptide binding to human Bcl-B; Q9HD36; bead-based flow cytometry; inhibition, % at 10 µM; hit rate 0.073% among 190,000; AID 951;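 also: 0% = tracer peptide without compound and 100% = reference inhibitor peptide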
# RGS7-Gao reg = modulates binding of RGS7 to human Galphao | P09471 | Multiplexed bead flow cytometry; actives lie on both sides | binding response (% of control), % at 10 µM | hit rate 0.35% among 220,000 | AID 1439; in the data active = binding response below about 49% or above about 150%;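 also: fluorescent Galphao held in activated GDP-AlF4 state binding bead-coupled RGS7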
# ABCB1 block = blocks JC-1 efflux by human ABCB1 transporter | P08183 | CCRF-Adr cells, flow cytometry | inhibition, % at 6.6 µM | hit rate 0.067% among 190,000 | AID 1326; in the data active = inhibition above about 40%;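 also: 0% = vehicle and 100% = reference inhibitor; higher value means more JC-1 retained so stronger ABCB1 efflux block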
# Target sequence (P08183 whole entry, looked up): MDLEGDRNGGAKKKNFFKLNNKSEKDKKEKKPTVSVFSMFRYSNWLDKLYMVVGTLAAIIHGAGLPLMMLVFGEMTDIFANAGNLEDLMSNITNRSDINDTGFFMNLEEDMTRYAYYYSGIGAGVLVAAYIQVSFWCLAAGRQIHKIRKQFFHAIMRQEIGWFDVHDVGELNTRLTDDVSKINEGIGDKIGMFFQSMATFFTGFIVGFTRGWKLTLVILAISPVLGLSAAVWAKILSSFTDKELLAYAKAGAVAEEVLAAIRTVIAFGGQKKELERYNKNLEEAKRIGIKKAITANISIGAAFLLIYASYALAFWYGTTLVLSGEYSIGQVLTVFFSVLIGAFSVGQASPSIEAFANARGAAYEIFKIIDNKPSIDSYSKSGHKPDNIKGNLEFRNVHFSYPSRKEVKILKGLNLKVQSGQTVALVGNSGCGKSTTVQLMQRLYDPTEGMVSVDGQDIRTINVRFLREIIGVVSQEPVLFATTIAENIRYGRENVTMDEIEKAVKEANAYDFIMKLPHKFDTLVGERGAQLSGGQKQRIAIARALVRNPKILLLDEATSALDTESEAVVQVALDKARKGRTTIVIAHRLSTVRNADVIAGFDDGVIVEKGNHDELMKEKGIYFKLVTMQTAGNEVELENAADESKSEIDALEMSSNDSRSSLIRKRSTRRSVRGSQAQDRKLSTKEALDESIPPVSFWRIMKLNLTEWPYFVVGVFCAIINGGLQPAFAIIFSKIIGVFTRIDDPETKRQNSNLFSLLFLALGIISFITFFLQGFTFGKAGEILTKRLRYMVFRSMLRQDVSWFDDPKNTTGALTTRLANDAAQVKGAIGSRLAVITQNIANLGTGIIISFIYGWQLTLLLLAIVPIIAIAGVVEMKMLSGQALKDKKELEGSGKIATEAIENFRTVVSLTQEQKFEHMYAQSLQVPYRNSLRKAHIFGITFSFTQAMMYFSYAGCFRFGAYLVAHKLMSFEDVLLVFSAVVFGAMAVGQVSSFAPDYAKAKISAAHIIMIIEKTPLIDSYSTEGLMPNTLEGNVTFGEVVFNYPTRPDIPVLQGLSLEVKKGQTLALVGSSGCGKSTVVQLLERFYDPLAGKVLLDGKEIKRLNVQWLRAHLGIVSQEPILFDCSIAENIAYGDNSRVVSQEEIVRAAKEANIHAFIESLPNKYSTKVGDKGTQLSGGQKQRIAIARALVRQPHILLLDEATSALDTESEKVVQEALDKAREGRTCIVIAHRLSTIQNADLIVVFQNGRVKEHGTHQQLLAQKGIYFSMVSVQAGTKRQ
# RGS8-Gao = human RGS8-Galphao interaction regulation; response (percent of control binding), % at 10 µM; hit rate 0.34% among 220,000; AID 1423; P09471; multiplexed bead flow cytometry, RGS8-Galphao binding; actives lie on both sides; in the data active = response below about 60% or above about 140%; inactive = in between;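 also: Galphao activated as the GDP aluminium fluoride complex binding bead-coupled RGS8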
# Bfl-1 Bim block = human Bim-Bfl-1 interaction inhibition. Bead-based flow cytometry, Bim-Bfl-1 binding inhibition. hit rate 0.12% among 190,000. Q16548. inhibition, % at 10 µM;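 also: 0% = wells without compound plus tracer and 100% = blocker peptide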
# Bim-Bcl-XL = human Bim-Bcl-XL interaction inhibition; inhibition, % at 10 µM; AID 1007; hit rate 0.04% among 190,000; Bim peptide-Bcl-XL binding, bead flow cytometry, fluorescence
# RGS4-Gao reg = modulates binding of RGS4 to human Galphao; P09471; Multiplexed bead flow cytometry; actives lie on both sides; binding response (% of control), % at 10 µM; AID 1415; hit rate 0.33% among 220,000; in the data active = binding response below about 49% or above about 150%; inactive = in between;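 also: fluorescent Galphao activated with aluminum fluoride binding bead-coupled RGS4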
# ABCG2 block = human ABCG2 inhibition, ABCB1 as counter-screen; IgMXP3 cells, JC-1 efflux, flow cytometry; inhibition, % at 6.6 µM; Q9UNQ0; AID 1325; hit rate 0.1% among 190,000;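 active = inhibition above 80%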;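 also: 0% = DMSO and 100% = nicardipine control wells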
#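 material = IgMXP3 (ABCG2) plus far-red-tagged CCRF-Adr (ABCB1) cells | amount = 3 million cells/mL, equal mix of both lines | also added = JC-1 transporter substrate | dosing = one concentration, 6.6 µM final | schedule = 10 min at 25 °C | measured by = flow cytometric JC-1 green MFI at 530 nm | read-out basis = percent efflux inhibition, scaled nicardipine 100% to DMSO 0%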
# Active calls of the source: *. Rule as the data show it, unless noted: active = inhibition above about 40%.
SMILES,GSH bead fluor,Bcl-W Bim block,Bim-Bcl-2,Bim-Bcl-B,RGS7-Gao reg,ABCB1 block,RGS8-Gao,Bfl-1 Bim block,Bim-Bcl-XL,RGS4-Gao reg,ABCG2 block
O=C(Nc1ccccc1)c1ccc(NCC2CCCO2)c(S(=O)(=O)N2CCOCC2)c1 (stereo not drawn),24,0,-13,-10,100,2.3,101,-18,-8,99,39
COc1ccc2[nH]c(=O)c3c(c2c1)OC(C)(C)C=C3,27,-1,0,2,101,0.4,101,2,0,104,13
CCOC(=O)CCn1c(=O)c2c(nc(Br)n2Cc2ccccc2)n(C)c1=O,67,3,-5,-4,103,0.4,102,-10,-4,103,1
C/C(CC(=O)NC1CCCCC1)=N\NC(=O)Cc1ccc(-c2ccccc2)cc1,11,-4,0,-1,96,0.2,99,-8,-1,98,0
CS(=O)(=O)Nc1ccc(S(=O)(=O)NCCc2ccccc2)cc1,38,1,-12,-7,103,-0.6,102,-12,-2,102,-1
c1ccc(-c2nc(N3CCOCC3)cc(N3CCOCC3)n2)cc1,15,-6,-1,-2,108,0.4,105,-7,0,107,12
Cc1c(Cl)cccc1NC(=S)NC1CC1,5,4,0,7,86,-0.2,82,0,5,87,-1
Cc1[nH]c2ccccc2c1/C=C(\C#N)C(=O)NCc1ccccc1,14,-5,-10,-12,103,0.4,103,-6,-10,102,2
O=C(Cc1cnc2ncnn2c1)N1CCc2c([nH]c3ccccc23)C1c1ccccn1 (stereo not drawn),8,-1,5,0,93,0.5,97,6,-1,91,2
O=C(NNS(=O)(=O)c1ccccc1C(F)(F)F)c1cccc(S(=O)(=O)Nc2ccccc2Cl)c1,15,-2,-4,-5,99,-0.4,100,-13,-2,89,-3
COc1ccc(NC(=O)c2ccc3c(SCC(=O)O)c4c(nc3c2)CCCC4)c(OC)c1,12,-1,2,0,102,-2.9,100,-3,-2,102,1
NC(=O)c1ccc(NC(=O)COC(=O)CCCc2c[nH]c3ccccc23)cc1,15,4,2,1,107,0.3,102,-3,0,102,1
CCOC(=O)C(C(=O)OCC)C(=O)c1cc(OC)c(OC)c(OC)c1,36,-4,1,-2,94,-0.2,93,-1,-2,91,0
O=c1[nH]cnc2c1ncn2[C@@H]1O[C@H](CO)[C@@H](O)[C@H]1O,19,-2,1,-5,100,0.1,106,-4,-4,106,1
Oc1cccc(/C=N/Nc2ncnc3c2ncn3Cc2ccccc2)c1,11,-5,-8,-11,84,0.3,96,-16,-10,88,54
CCOC(=O)C1C(c2ccc(O)c(OC)c2)NC(=S)NC1(O)C(F)(F)F (stereo not drawn),9,-1,1,-30,107,0.6,101,7,-4,100,5
COc1ccc(-c2nc(CN(Cc3cnn(C)c3)C(C)C)c(C)o2)c(OC)c1,16,-4,-1,0,104,0.1,115,-2,0,102,0
CC(=O)Nc1ccc2oc(-c3cc(F)c(F)cc3Cl)nc2c1,25,2,-3,-1,96,0.1,102,-1,0,95,4
COc1ccc(C(=O)C2CCCCC2=O)cc1 (stereo not drawn),16,0,-1,-1,102,0.9,100,-1,0,101,6
Cc1ccc(NC(=O)CCNS(=O)(=O)c2cccc3nsnc23)cc1,23,-4,-4,-6,102,0.6,103,-5,-8,102,2
COc1ccc(OC)c(NC(=O)CC2SC(=N)N(c3ccccc3)C2=O)c1 (stereo not drawn),7,0,-3,-2,99,-0.2,103,-8,1,100,3
CN(CCNC(=O)c1ccc(N2CCCC2=O)cc1)CCc1ccccc1,25,-1,-6,-10,104,1.5,100,-23,-7,101,14
Cc1nn(Cc2ccc(Cl)cc2)c(C)c1NC(=O)C(c1ccccc1)c1ccccc1,9,0,0,-1,90,0.7,88,1,-4,93,-2
Cn1ccnc1SCC(=O)Nc1ccc2nc(SCC(=O)NC3CC3)sc2c1,13,0,-6,-5,99,0.3,99,-12,-5,97,5
COc1ccc2c(c1)C(c1ccc(N3CCOCC3)cc1)=NNC(c1cccnc1)=N2,11,-1,-6,1,104,-1.1,109,-5,-2,103,-7
CCOC(=O)c1nn(-c2ccc3c(c2)OCO3)cc1O,17,-2,0,-1,99,0.0,101,-2,0,99,0
COc1cc(/C(C)=N/NC(=S)NC(C)C)cc(OC)c1OC,18,-10,-11,-18,101,0.4,102,-13,-10,102,7
CCOCCn1c(-c2ccc(OC)cc2)nc2ccccc21,13,0,0,3,95,0.2,98,0,-2,98,1
Cn1nnnc1SCC(=O)N1CCOCC1,14,-3,-7,-7,95,-0.1,106,-5,-5,94,0
CC1CCCCN1c1cc(C#N)c(C#N)cc1[N+](=O)[O-] (stereo not drawn),22,0,-1,0,99,0.2,101,0,0,102,1

# Gathered by group, those above with a Cl atom (four)
SMILES,GSH bead fluor,Bcl-W Bim block,Bim-Bcl-2,Bim-Bcl-B,RGS7-Gao reg,ABCB1 block,RGS8-Gao,Bfl-1 Bim block,Bim-Bcl-XL,RGS4-Gao reg,ABCG2 block
Cc1c(Cl)cccc1NC(=S)NC1CC1,5,4,0,7,86,-0.2,82,0,5,87,-1
O=C(NNS(=O)(=O)c1ccccc1C(F)(F)F)c1cccc(S(=O)(=O)Nc2ccccc2Cl)c1,15,-2,-4,-5,99,-0.4,100,-13,-2,89,-3
CC(=O)Nc1ccc2oc(-c3cc(F)c(F)cc3Cl)nc2c1,25,2,-3,-1,96,0.1,102,-1,0,95,4
Cc1nn(Cc2ccc(Cl)cc2)c(C)c1NC(=O)C(c1ccccc1)c1ccccc1,9,0,0,-1,90,0.7,88,1,-4,93,-2

# (listing goes on)
SMILES,GSH bead fluor,Bcl-W Bim block,Bim-Bcl-2,Bim-Bcl-B,RGS7-Gao reg,ABCB1 block,RGS8-Gao,Bfl-1 Bim block,Bim-Bcl-XL,RGS4-Gao reg,ABCG2 block
O=C(O)c1ccc(/C=N/Nc2ccc(C(F)(F)F)cn2)cc1,10,-1,-5,-5,102,-0.3,106,-9,-3,101,0
Cc1cc(=O)[nH]c(SCc2nc3ccccc3n2Cc2ccccc2)n1,5,2,-4,0,101,0.3,103,-2,-1,101,1
Cc1ccc(-c2nc(NC(=O)c3ccc(S(=O)(=O)N(CCC#N)CCC#N)cc3)sc2-c2ccccc2)cc1,9,-5,0,-6,103,0.3,101,1,-3,103,0
Cc1ccc(/C=c2\sc3nc(-c4ccccc4Br)nn3c2=O)o1,22,15,16,17,96,-0.6,102,13,6,98,4
COC(=O)C(Cc1ccc(OC(=O)c2ccccc2Cl)cc1)N1Cc2ccccc2C1=O (stereo not drawn),12,-4,-8,-5,98,1.2,101,-3,-2,101,2
Cc1onc(-c2c(F)cccc2Cl)c1C(=O)NCC1COc2ccccc2O1 (stereo not drawn),51,1,-7,-6,95,0.9,102,-12,-16,98,1
S=C(NCc1ccco1)N1CCN(c2nc(-c3ccc(Cl)cc3)cs2)CC1,8,0,-1,-9,90,-0.1,98,0,-4,95,14
COCCn1c(CN2CCN(c3ccc(OC)cc3)CC2)nc2c1c(=O)n(C)c(=O)n2C,29,-5,-8,-7,100,0.2,105,-10,-9,103,12
COc1cccc(NC(=O)Cn2cc(C#N)c3ccccc32)c1,16,-1,1,-5,102,0.1,103,-2,-4,103,2
CCN(CC)S(=O)(=O)c1ccc(C(=O)NCc2n[nH]c(=S)n2-c2ccc(Cl)c(Cl)c2)cc1,13,1,0,-43,60,-0.9,73,5,0,59,-2
CCOCCOC(=O)c1cccc(NC(=O)OCC)c1,13,1,-1,-4,104,0.4,105,-5,-1,101,5
O=C(NC1(C(F)(F)F)NC(=O)N(C2CCCCC2)C1=O)c1cccs1 (stereo not drawn),24,0,-12,-9,98,0.6,98,-11,-7,98,3
Cc1ccccc1N(Cc1ccccc1F)S(C)(=O)=O,12,0,-3,-2,101,0.5,100,-2,-5,101,2

# Quoted at random: 5 entries already listed, in no set order.
SMILES,GSH bead fluor,Bcl-W Bim block,Bim-Bcl-2,Bim-Bcl-B,RGS7-Gao reg,ABCB1 block,RGS8-Gao,Bfl-1 Bim block,Bim-Bcl-XL,RGS4-Gao reg,ABCG2 block
O=C(Cc1cnc2ncnn2c1)N1CCc2c([nH]c3ccccc23)C1c1ccccn1 (stereo not drawn),8,-1,5,0,93,0.5,97,6,-1,91,2
CCOC(=O)C1C(c2ccc(O)c(OC)c2)NC(=S)NC1(O)C(F)(F)F (stereo not drawn),9,-1,1,-30,107,0.6,101,7,-4,100,5
Oc1cccc(/C=N/Nc2ncnc3c2ncn3Cc2ccccc2)c1,11,-5,-8,-11,84,0.3,96,-16,-10,88,54
CS(=O)(=O)Nc1ccc(S(=O)(=O)NCCc2ccccc2)cc1,38,1,-12,-7,103,-0.6,102,-12,-2,102,-1
O=C(NNS(=O)(=O)c1ccccc1C(F)(F)F)c1cccc(S(=O)(=O)Nc2ccccc2Cl)c1,15,-2,-4,-5,99,-0.4,100,-13,-2,89,-3
